Bioassay records (PubChem)
mIAP act – increases mouse intestinal alkaline phosphatase activity. activation factor at 10 µM. muIAP, CDP-Star luminescence, 30 min; active compounds read high; 1 = vehicle-only enzyme signal, 0 = enzyme-free wells. AID 2805. 330,000 compounds, 0.24% hits;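 active means activation factor of at least 2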; further: the source names both 10 and 20 µM as test concentration; values of inactives mirror those of a sister screen read the other way
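Assay system: mouse IAP enzyme / Compound: DMSO-dissolved test compounds / Timing: 30 min, room temperature / Measured by: luminescence from enzymatic CDP-Star hydrolysis / Control set: DMSO-only wells, enzyme-free buffer wells as negative control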
MPTP block – blocks calcium-induced mitochondrial swelling; isolated mouse mitochondria, Ca2+ swelling absorbance, 30 min; inhibition, % at 10 µM; 360,000 compounds, 1.4% hits; AID 602449;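 active means inhibition of 50% or more, scaled per plate between neutral and stimulator controls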;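 further: 0% = DMSO wells given calcium and 100% = 1 mM EGTA wells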
A3A deaminase – blocks human APOBEC3A ssDNA deamination | 330,000 compounds, 0.41% hits | AID 493011 | recombinant A3A, FAM/TAMRA ssDNA deamination fluorescence | inhibition, % at 20 µM;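 active means at least 40% inhibition at 20 µM here, with at most 30% in a related deaminase screen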;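 further: plate controls were A3A with DMSO for no effect and wells lacking A3A enzyme for full effect; some results filed as inactive read as strong as hits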
Target sequence (P31941 whole entry, looked up): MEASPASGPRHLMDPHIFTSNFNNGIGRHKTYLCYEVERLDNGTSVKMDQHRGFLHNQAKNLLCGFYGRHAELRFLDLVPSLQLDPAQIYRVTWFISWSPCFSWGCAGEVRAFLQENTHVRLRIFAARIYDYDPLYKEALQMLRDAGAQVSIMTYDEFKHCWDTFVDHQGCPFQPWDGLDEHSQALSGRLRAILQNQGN
A3G deaminase – blocks human APOBEC3G single-stranded DNA deamination | Q9HC16 | recombinant A3G, ssDNA deamination FAM/TAMRA fluorescence | inhibition, % at 20 µM | 330,000 compounds, 0.28% hits | AID 493012;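 active means inhibition of at least 40% at 20 µM, with no more than 30% in the related APOBEC3A deaminase screen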;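 further: plate controls were DMSO wells with A3G for no effect and wells lacking A3G enzyme for full effect; some compounds called inactive have numbers as strong as hits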
mIAP block – mouse IAP inhibition | inhibition, % at 10 µM | AID 2806 | purified mouse IAP, CDP-Star luminescence, 30 min | 330,000 compounds, 0.2% hits;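 active means inhibition of at least 40% at 10 µM in the primary screen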;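 further: plate controls were DMSO with enzyme for no effect and no enzyme wells for full effect; values of inactives mirror those of a sister screen read the other way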
ATG4B inh – ATG4B (human) cysteine protease inhibition; Q9Y4P1; ATG4B cleavage of LC3-PLA2, NBD-HPC fluorescence, 1 h; inhibition, % at 8.33 µM; 340,000 compounds, 0.51% hits; in the data active means inhibition above about 40%
Target sequence (Q9Y4P1 whole entry, looked up): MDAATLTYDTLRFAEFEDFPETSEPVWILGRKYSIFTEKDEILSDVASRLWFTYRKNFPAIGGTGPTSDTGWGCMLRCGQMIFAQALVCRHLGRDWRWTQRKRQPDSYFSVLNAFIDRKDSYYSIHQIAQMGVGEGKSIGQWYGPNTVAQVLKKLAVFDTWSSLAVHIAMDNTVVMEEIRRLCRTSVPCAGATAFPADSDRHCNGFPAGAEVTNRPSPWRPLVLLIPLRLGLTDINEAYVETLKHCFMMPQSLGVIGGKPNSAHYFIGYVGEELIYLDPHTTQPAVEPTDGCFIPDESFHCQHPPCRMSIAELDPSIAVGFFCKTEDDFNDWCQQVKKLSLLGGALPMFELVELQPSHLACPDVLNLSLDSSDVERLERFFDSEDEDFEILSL
hIAP activ – increases human intestinal alkaline phosphatase activity; P09923; purified human IAP, CDP-Star luminescence, 30 min; active compounds read high; 1 = vehicle-only enzyme, 0 = enzyme-free background; activation factor at 10 µM; 330,000 compounds, 0.16% hits; AID 2524;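 active means activation factor of the enzyme at least 2-fold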; further: the source names both 10 and 20 µM as test concentration; values of inactives mirror those of a sister screen read the other way
Target sequence (P09923 whole entry, looked up): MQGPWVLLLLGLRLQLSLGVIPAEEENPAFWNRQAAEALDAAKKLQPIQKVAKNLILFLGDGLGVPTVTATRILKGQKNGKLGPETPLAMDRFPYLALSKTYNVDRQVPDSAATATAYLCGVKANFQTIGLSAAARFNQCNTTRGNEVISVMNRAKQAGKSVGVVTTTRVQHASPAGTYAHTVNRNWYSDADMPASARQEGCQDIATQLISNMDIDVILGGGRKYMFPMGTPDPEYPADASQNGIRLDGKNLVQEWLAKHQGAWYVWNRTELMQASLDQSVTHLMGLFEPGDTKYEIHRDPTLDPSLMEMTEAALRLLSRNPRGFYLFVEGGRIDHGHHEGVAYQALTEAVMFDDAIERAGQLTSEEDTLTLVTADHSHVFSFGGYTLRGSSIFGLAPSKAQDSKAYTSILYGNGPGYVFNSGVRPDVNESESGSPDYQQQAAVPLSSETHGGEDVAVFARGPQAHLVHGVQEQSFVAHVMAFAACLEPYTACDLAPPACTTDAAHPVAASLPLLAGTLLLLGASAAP
hIAP inh – human IAP inhibition | P09923 | purified IAP, CDP-Star luminescence, 30 min | inhibition, % at 10 µM | 330,000 compounds, 0.12% hits;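 active means inhibition reaching a set limit with compound at 10 µM in the primary screen, cut at about 35% in these data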;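 further: plate controls were DMSO wells with enzyme for no effect and no-enzyme buffer wells for full effect; values of inactives mirror those of a sister screen read the other way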
beta cell repl – induces beta-cell replication in MIN6 cells. MIN6 cells proliferation, ATPlite luminescence, 48 h; cells starved in 0.2% serum; 100% = growth in 10% serum. proliferation, % at 10 µM. 330,000 compounds, 0.29% hits;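 active means compounds whose signal lies at least 3.5 SD above the mean of all wells on their plate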;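 further: 0% = DMSO-treated cells in low-serum medium and 100% = 10% serum control; some compounds called inactive have numbers as strong as hits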
The depositor's hits bear a star; x = not tested or not shown.

SMILES	mIAP act	MPTP block	A3A deaminase	A3G deaminase	mIAP block	ATG4B inh	hIAP activ	hIAP inh	beta cell repl
COc1ccc(OC)c(S(=O)(=O)N2CCCC(C(=O)NCCN3CCOCC3)C2)c1 (stereo not drawn)	0.94	0.4	-3	-14	6	-5	0.86	14	2
CCn1nc(C)c(C2C(C#N)=C(N)OC3=C2C(=O)CC(C)(C)C3)c1C (stereo not drawn)	1	1.2	1	-4	-4	11	0.81	19	0
CCc1nnc(NC(=O)CSc2nnc(-c3ccc(O)cc3)n2C)s1	1	0.6	-2	-7	-2	-3	1.1	-8	0
CCOC(=O)N/N=C(/C)c1cccc(-n2cnnn2)c1	1.2	-1.2	4	1	-16	9	0.93	7	-3
COC(=O)CC1c2cc(OC)c(OC)cc2CC(=O)c2cc(OC)c(OC)cc21 (stereo not drawn)	1.1	0.5	0	-4	-5	-4	1	0	-1
NC(=O)NCCN1CCN(c2ncc(C(F)(F)F)cc2Cl)CC1	1	-0.6	1	5	-2	-1	1	0	5
CN1C(=S)N(c2ccccc2)C(=O)/C1=C/c1cccs1	0.82	0.6	-1	-4	18	-3	0.75	25	4
CN1CCN(C(=O)CCc2ncc(C(F)(F)F)cc2Cl)CC1	0.91	2.9	-1	-4	9	1	0.98	2	-3
CC(=O)Nc1ccc(Oc2cc(NC(C)=O)cc([N+](=O)[O-])c2)cc1	0.98	-0.1	-3	-6	2	8	1	-2	-2
O=C(Cn1cnc2c(nnn2-c2cccc(Cl)c2)c1=O)N1CCCC1	0.98	-0.6	5	0	2	4	0.91	9	0
CC(c1cccs1)N(Cc1ccco1)C(=S)Nc1ccccc1Cl (stereo not drawn)	1.1	1.4	-6	-5	-6	-2	1.1	-9	0
COC(=O)c1ccc(CNS(=O)(=O)c2ccc3ccccc3c2)cc1	1	-0.1	-3	-10	-1	1	1	-1	6
CC(=O)c1c(N2CCOCC2)nc(=S)n(-c2ccccc2)c1C	1.1	0.9	1	6	-14	-7	0.91	10	0
Cc1cccc(N(CC(=O)Nc2ccccc2F)S(C)(=O)=O)c1	0.99	1.1	-3	-6	1	-2	1	0	0
NC(=O)C1(N2CCCCC2)CCN(CC(=O)Nc2ccc(Oc3ccccc3)cc2)CC1	1	-0.3	-1	-5	-4	3	0.89	11	3
CS(=O)(=O)N1CCN(c2ccccc2NC(=O)c2ccco2)CC1	0.95	-1.6	-1	-9	5	-10	0.93	7	-2
CCN(CC)C(C)C(=O)NCC1(c2ccccc2)CCOCC1 (stereo not drawn)	1	1.2	-1	-6	-3	-11	1.1	-12	-4
NCCCC[C@@H](C(=O)N1CCNCC1)n1cc([C@@H](N)CC(N)=O)nn1	0.97	-0.1	-1	-6	3	-4	0.99	1	-1
CC(=O)NC1C(O)OC(CO)C(O)C1O (stereo not drawn)	0.95	1.0	-4	-5	4	-8	1	0	3
O=C(Nc1ccc(-c2cn3ccccc3n2)cc1)c1ccc(Cl)cc1	1.1	2.0	-1	-5	-12	8	0.98	2	-1
CNC(=S)N1N=C(c2ccccc2)CC1c1ccc(Br)cc1 (stereo not drawn)	0.98	6.5	-1	-1	2	-8	1.1	-13	-4
CSc1ccc(Cl)c(C(=O)N(C)CC(=O)Nc2ccc(N3CCOCC3)cc2)c1	0.98	-0.8	3	-6	2	-2	1	-2	-1
Cc1cc(C)c2ccc(C(=O)O)nc2c1O	0.68	-3.4	-4	-5	32	0	1.7	-66	-2
CC(=O)NC1CC2CCCC(C1)N2S(=O)(=O)c1cccc(F)c1 (stereo not drawn)	0.95	-0.7	1	1	5	-4	0.99	1	2

Exported bar-delimited: entries from further up
SMILES | mIAP act | MPTP block | A3A deaminase | A3G deaminase | mIAP block | ATG4B inh | hIAP activ | hIAP inh | beta cell repl
CCc1nnc(NC(=O)CSc2nnc(-c3ccc(O)cc3)n2C)s1 | 1 | 0.6 | -2 | -7 | -2 | -3 | 1.1 | -8 | 0
CCOC(=O)N/N=C(/C)c1cccc(-n2cnnn2)c1 | 1.2 | -1.2 | 4 | 1 | -16 | 9 | 0.93 | 7 | -3

Following part:
SMILES	mIAP act	MPTP block	A3A deaminase	A3G deaminase	mIAP block	ATG4B inh	hIAP activ	hIAP inh	beta cell repl
O=C(CSC(=S)N1CCCC1)NCC(=O)Nc1ccc(F)c(F)c1	0.95	0.4	-4	-3	5	7	1.1	-8	-4
O=C(NNc1c(F)c(F)cc(F)c1F)c1cc2ccccc2oc1=O	1	-0.9	1	-4	-1	-7	0.95	4	-4
Cc1oc(-c2cccc(Cl)c2)nc1CS(=O)(=O)CC(=O)NCCCN1CCOCC1	1.1	-1.6	-3	-8	-12	-4	1.1	-14	2
O=C(Nc1ccccc1)Nc1ccc(Br)c(Cl)c1	3.3*	79*	-2	-6	-234	3	1.3	-29	-6
COc1ccc(CCNC(=O)COC(=O)c2cccn2C)cc1	1.2	-0.6	-3	-5	-16	-2	1	-4	-3
CN(Cc1ccccc1)C(=O)c1nc2ccccn2c1CNCCCOc1cccnc1	1.1	1.2	-6	-4	-6	-12	1.1	-14	-1
CCC(=O)c1cn(CC(=O)Nc2cc(C)ccc2C)c2ccccc12	1.1	0.7	-7	-5	-11	3	1.1	-6	1
COc1ccc(CCNC(=O)c2c(O)c3c([nH]c2=O)CCCC3)cc1OC	1	-0.8	-2	-4	0	-15	0.93	7	-1
NNC(=O)Cn1nc2n(c1=O)-c1ccccc1SC2	1.1	1.9	-6	-6	-10	-2	1.1	-7	1
Cc1nn(Cc2cccc(F)c2)c(C)c1NC(=O)c1ccc(COc2ccccc2Cl)cc1	1.1	-1.3	8	-3	-15	23	0.97	3	-5
COc1ccc(-n2c(SCC(=O)O)nc3sc4c(c3c2=O)CCC4)cc1	0.99	-0.5	0	-6	1	5	1	-1	-3
COc1ccc(-n2nc3c(c2NC(=O)COc2ccccc2)CS(=O)C3)cc1 (stereo not drawn)	1.1	0.1	4	-13	-7	2	1.1	-9	-3
CCOC(=O)C1CCN(C(=O)Cn2nc(C)n3c(cc4cc(F)ccc43)c2=O)CC1	1.1	0.7	-3	-2	-9	6	1.3	-26	-4
Cn1cccc1C(=O)NC(=O)COC(=O)c1ccc(S(C)(=O)=O)c([N+](=O)[O-])c1	1.1	-1.6	-2	-7	-6	6	1.1	-10	-7
CCCC(=O)Nc1ccc(Cl)c(NC(=O)CC)c1	1	0.0	-2	0	-4	3	0.95	5	-1
Cc1cc(C(=O)Nc2ccc(Br)cc2)c2ccccc2n1	1	1.4	-2	-1	-1	-9	1	-4	-3
O=C(CSc1nccn(-c2ccc(Br)cc2)c1=O)NCc1ccccc1	0.84	-0.2	-2	13	16	1	1.2	-16	-2
CC1CCN(CC(O)COc2ccc(OCC(O)CN3CCC(C)CC3)cc2)CC1 (stereo not drawn)	0.98	-0.3	2	-7	2	-1	1.3	-32	-2
Cc1nn(CC(=O)O)c(C)c1NC(=O)c1cccs1	1	0.6	-4	-6	-2	0	0.58	42*	4
CCOP(=O)(OCC)C(Nc1ccccc1)c1cccnc1 (stereo not drawn)	1.1	1.9	-6	0	-14	2	0.97	3	-2
COc1ccc(C2c3c(ccc4ccccc34)Oc3ncn4nc(-c5ccco5)nc4c32)cc1 (stereo not drawn)	0.94	1.9	-2	-6	6	3	0.89	11	0
O=C(NCCc1ccccc1C(F)(F)F)C1CCC(=O)N(C2CC2)C1 (stereo not drawn)	1	0.3	1	-2	-3	0	1	-2	-1
O=C(CSc1nnnn1-c1ccc(F)cc1)Nc1nc2ccccc2s1	0.96	1.3	1	-9	4	3	1.1	-10	-2
CCn1c(C)nnc1SCC(=O)Nc1ccc(N2CCOCC2)cc1	0.91	-0.5	-3	-5	9	0	1.1	-7	0
CCOC(=O)c1c(CC(C)C)csc1NC(=O)c1ccccc1C(=O)O	0.97	2.1	-5	-7	3	-2	1.2	-17	-3
CCc1ccc(C(=O)CN2C(=O)C(C)N(c3ccc(C)cc3)C2=O)cc1 (stereo not drawn)	0.94	3.4	1	-4	6	-11	1.1	-11	-2
CCC(OC(=O)CN1C(=O)C(=O)c2ccccc21)C(=O)Nc1ccccc1OC (stereo not drawn)	0.95	0.1	-1	-6	5	-9	1.1	-6	-1
Cc1onc(-c2ccccc2)c1C(=O)Oc1cccnc1	1	16	0	2	-3	-5	1.2	-21	-1
CC(=O)c1ccc(Cc2ccc(C(C)=O)cc2)cc1	1.1	0.7	1	-2	-8	-5	1.1	-11	1
O=C(COc1ccccc1O)NC1CCCC1	0.96	-0.9	-1	-3	4	3	1.2	-15	-1
CCCCOC(=O)C(C)Nc1n[nH]c(=S)[nH]c1=O (stereo not drawn)	1.2	x	-8	-6	-17	-2	1.1	-13	-4
Cc1ccc(SCC(=O)NC2CC3CCC(C2)N3C)cc1 (stereo not drawn)	0.98	0.8	-3	-3	2	-2	1.3	-25	3
Cc1ccc(C)c(N=C2NC(=O)CS2)c1	0.98	-1.5	1	-5	2	-5	1.1	-11	-2
COc1ccc(C(=O)C2CCCN(S(=O)(=O)c3cccnc3)C2)c(C)c1 (stereo not drawn)	0.92	-0.9	1	3	8	11	0.93	7	-2
CN1CCN(c2ccccc2NC(=O)c2ccc([N+](=O)[O-])o2)CC1	0.93	1.1	3	-5	7	8	1	-1	-7
Cc1ccc(S(=O)(=O)NCC(=O)N(CC(=O)NCC2CCCO2)c2cccc(F)c2)cc1 (stereo not drawn)	0.98	-1.9	-1	-11	2	4	0.97	2	1

The last two records of the part before open the next one.
SMILES	mIAP act	MPTP block	A3A deaminase	A3G deaminase	mIAP block	ATG4B inh	hIAP activ	hIAP inh	beta cell repl
CN1CCN(c2ccccc2NC(=O)c2ccc([N+](=O)[O-])o2)CC1	0.93	1.1	3	-5	7	8	1	-1	-7
Cc1ccc(S(=O)(=O)NCC(=O)N(CC(=O)NCC2CCCO2)c2cccc(F)c2)cc1 (stereo not drawn)	0.98	-1.9	-1	-11	2	4	0.97	2	1
Cc1ccc(NC(=O)COC(=O)Cc2ccsc2)cc1S(=O)(=O)N(C)C	0.99	-0.2	2	-3	1	-7	1.2	-19	-1
CCc1nc2sccc2c(=O)[nH]1	0.99	-1.6	3	-1	1	-4	1.1	-5	0
CCOC(=O)N1CCN(S(=O)(=O)c2ccc(C(=O)Nc3nnc(C)o3)cc2)CC1	1	-12	0	1	0	0	0.94	6	1
CS(=O)(=O)N1CCSC1c1ccc(Br)cc1 (stereo not drawn)	0.99	0.6	2	-6	1	0	0.86	14	-1
O=C(NCc1ccco1)c1cc2ccccc2o1	0.99	-1.6	1	-1	1	-6	0.94	6	-1
CCOc1ccc(NC(=S)NCc2ccco2)cc1	1	-1.8	-8	-5	0	-1	1.1	-9	-1
O=S(=O)(N/N=C/c1ccc(N2CCOCC2)cc1)c1ccc(Br)cc1	1	0.6	-1	-1	0	1	0.85	15	3
CC(C)Oc1ccc(C(=O)O)cc1	0.98	-0.1	-4	-12	2	0	1.1	-8	-3
O=C(CCCCCNC(=O)c1ccccc1Br)N=Nc1c(O)[nH]c2ccccc12	0.83	0.5	11	3	17	-5	1.4	-40	-3
CN1CCN(c2ccc(NC(=S)NC(=O)c3cccc4c(Cl)cccc34)cc2)CC1	0.85	91*	-5	-3	15	-4	0.84	16	-4
CC(=O)c1cnc2nc(C(F)(F)F)nn2c1C	1	-0.8	-4	-10	-2	-5	1.1	-7	-3
COCCNC(=O)CN1C(=O)CSc2ncccc21	0.99	-0.6	0	-4	1	-2	0.83	17	4
COc1ccc(NC(=O)CCCSc2ccccc2)cc1S(N)(=O)=O	0.92	6.0	10	-14	8	-9	0.95	5	-1
COC(=O)C(CCSC)NC(=O)CNS(=O)(=O)c1ccc(Cl)cc1 (stereo not drawn)	1	0.9	-6	-5	-2	-8	1.2	-22	2
Nn1c(SCc2cn3ccccc3n2)nnc1-c1ccncc1	1.2	-0.7	-4	-1	-18	6	1	-1	-2
